FEN1 inh: human FEN1 inhibition. P39748. Recombinant FEN1 flap cleavage, fluorescence, 15 min. Potency, µM (top dose mostly 114 µM), inactives show at the top dose activity change, negative = inhibition, hits mostly inhibitors. hit rate 0.35% among 390,000. AID 588795; further: nearly all actives have a fitted effect of over 65% in size
Target sequence (P39748 whole entry, looked up): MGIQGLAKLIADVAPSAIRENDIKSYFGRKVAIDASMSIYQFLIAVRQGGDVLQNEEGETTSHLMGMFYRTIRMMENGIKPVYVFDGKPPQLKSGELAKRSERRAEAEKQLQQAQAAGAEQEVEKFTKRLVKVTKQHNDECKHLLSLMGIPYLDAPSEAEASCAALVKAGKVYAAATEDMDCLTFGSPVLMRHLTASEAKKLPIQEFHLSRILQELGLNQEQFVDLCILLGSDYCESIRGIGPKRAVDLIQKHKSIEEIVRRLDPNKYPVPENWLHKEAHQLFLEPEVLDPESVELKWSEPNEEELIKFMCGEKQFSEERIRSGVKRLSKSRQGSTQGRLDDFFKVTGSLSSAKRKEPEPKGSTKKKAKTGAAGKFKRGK
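Reaction started by adding substrate (50 nM final) to 10 nM enzyme after 15 min room-temperature compound preincubation. Reads at 0 and 15 min, with data normalized and fitted to a four-parameter Hill equation.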
GCN5L2 inh: GCN5L2 (KAT2A) acetyltransferase inhibition | Q92830 | GCN5L2 HAT assay, ThioGlo1 CoA-SH fluorescence | Potency, µM (titrated, usually from 58.9 µM), inactives show at the top dose activity change, negative = inhibition, usual class: inhibitors | hit rate 0.21% among 390,000
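Fluorescence readout, Ex340nm/Em540nm: ThioGlo1 (50uM final) reacts with free CoA thiol released as 20nM GCN5L2 acetylates H3(1-25) peptide (75uM) using acetyl-CoA (70uM). Compound and enzyme sat 15 min beforehand; 20 min room-temperature reaction.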
N370S GC mod: inhibitors or activators of N370S glucocerebrosidase for Gaucher disease | Potency, µM (series often up to 59.4 µM), for inactives: at the top dose activity change, negative = inhibition, most hits filed as inhibitors | N370S GC spleen homogenate, 4MU-glucoside fluorescence | P04062 | hit rate 0.092% among 330,000;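 further: 0% = full enzyme activity and -100% = no enzyme basal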
Active calls of the source: *; ? = inconclusive; nt = no result given; & = joins results of further samples; [ ] = remark or other dose. The call rests on the fitted dose curve; in most records, active means well fitted curve in the direction sought with a large enough effect; inconclusive means small, poorly fitted or top-dose-only effect, or another doubt; inactive means no such curve, though single readings can be large; an effect the other way counts as inactive or inconclusive. Unless noted, on the % scale 0 is the no-effect control and ±100 the full control effect; potency means the concentration at half of the fitted maximal effect. Not all compounds are listed (hit frequency here may not be typical).

1. Cc1ccc(NC(=S)N(CCCN2CCOCC2)Cc2cccnc2)cc1C
2. Cc1ccc(-c2noc(C3CC(=O)N(c4ccc5c(c4)OCCO5)C3)n2)cc1 (stereo not drawn)
3. O=C(Nc1nc(-c2cccs2)cs1)C1=COCCO1
4. N#Cc1ccsc1NC(=O)c1cccc([N+](=O)[O-])c1
5. CCOc1ccc(S(=O)(=O)N2CCCC(C(=O)NCc3cccnc3)C2)cc1C (stereo not drawn)
6. Cc1ccc(OCCCC(=O)N(C)CC(=O)Nc2ccccc2Cl)cc1
7. Cc1ccc(S(=O)(=O)N2CC(O)CC2C(=O)O)cc1 (stereo not drawn)
8. COc1ccccc1CNC(=O)c1ccccc1NC(=O)C1=C(C)OCCS1
9. CCCN1C2=NCCN2c2cc(C)c(C)cc21
10. CCCCn1c(N)c(N(CCC(C)C)C(=O)COC(=O)c2ccc3ccccc3c2)c(=O)[nH]c1=O
screen / no. | 1 | 2 | 3 | 4 | 5 | 6 | 7 | 8 | 9 | 10
FEN1 inh | -2.2% | 3.6% | 0.0% | -6.9% | 0.6% | -9.8% | -6.6% | -11.2% | -9.4% | 1.8%
GCN5L2 inh | -4.4% | -10.4% | 0.0% | -2.3% | -4.7% | 1.1% | 7.6% | -20.0% | -0.4% | -0.3%
N370S GC mod | -4.0% | nt | 4.3% | 10.2% | -0.8% | -0.2% | 5.4% | 0.9% | -2.6% | -2.9%

11. COc1cccc(CNC(=O)CCCn2c(=O)c3cccn3c3cccnc32)c1OC
12. Brc1ccc(OCc2nnc(SCC3CCCCC3)o2)cc1
13. Cc1c(=O)n(OCc2ccc(Cl)cc2)c2ccccc2[n+]1[O-]
14. O=C(COC(=O)C1CCN(S(=O)(=O)c2cc([N+](=O)[O-])ccc2Cl)CC1)Nc1ncc(Cl)cc1Cl
15. Cc1sccc1/C=N/NC(=O)c1cccc2ccccc12
16. Cc1ccc(NC(=S)NNC(=O)c2c([N+](=O)[O-])c(C)nn2C)cc1
17. Nn1cnnc1SC1CCCCC1NS(=O)(=O)c1ccccc1 (stereo not drawn)
18. Cc1nc(NCc2ccco2)c2c3c(sc2n1)CCC3
19. Cc1cccc(-n2ncc3c(=O)[nH]c(SCC(=O)N4CC(=O)Nc5ccccc54)nc32)c1
20. O=C(Nc1cc(=O)c2ccccc2o1)N1CCOCC1
screen / no. | 11 | 12 | 13 | 14 | 15 | 16 | 17 | 18 | 19 | 20
FEN1 inh | 1.1% | -11.6% | -3.1% | -17.7% | 1.0% | -3.1% | 7.3% | 3.5% | -12.6% | -13.4%
GCN5L2 inh | 4.8% | -5.5% | -3.3% | ? | -6.7% | -7.6% | -1.1% | ? | -19.6% | -9.3%
N370S GC mod | nt | 11.2% | 15.9% | ? | 10.9% | 1.9% | 5.9% | 12.8% | nt | -1.6%

Shown with each value named: part of the list above.
[18] Cc1nc(NCc2ccco2)c2c3c(sc2n1)CCC3
- FEN1 inh: 3.5%
- GCN5L2 inh: ?
- N370S GC mod: 12.8%

[19] Cc1cccc(-n2ncc3c(=O)[nH]c(SCC(=O)N4CC(=O)Nc5ccccc54)nc32)c1
- FEN1 inh: -12.6%
- GCN5L2 inh: -19.6%
- N370S GC mod: nt

The list goes on:
21. CCN(CC)S(=O)(=O)c1ccc(NC(=O)CCc2c(C)nc3cc(-c4ccc(Cl)cc4)nn3c2C)cc1
22. CCCCn1c(=O)[nH]c(=O)c2c1nc(-c1ccc(-c3ccccc3Br)o1)n2CC
23. COc1ccc(CCC(=O)NNC(=O)Nc2cccc(Cl)c2)cc1
24. O=C(CCl)NCCCCCCCCCNC(=O)CCl
25. CC(C)NC(=O)N1CCC2(CC1)CCN(C(=O)c1ccncc1)CC2
26. Cc1cccc(CN2CCSc3sccc3C2=O)c1
27. Cc1cc(C)nc(SCCn2c(N3CCC(C)CC3)nc3c2c(=O)n(C)c(=O)n3C)n1
28. CN(Cc1ccccc1)C(=O)CN1C(=O)COc2ccc(S(=O)(=O)N3CCCC3)cc21
29. O=C(CN1CCN(S(=O)(=O)c2ccccc2)CC1)Nc1cccc(C(F)(F)F)c1
30. Cc1ccccc1OC(=O)n1c(=S)oc2cc(Cl)ccc21
screen / no. | 21 | 22 | 23 | 24 | 25 | 26 | 27 | 28 | 29 | 30
FEN1 inh | -12.0% | -14.4% | 17.8% | -3.1% | nt | -1.0% | nt | -9.4% | 2.9% | -2.8%
GCN5L2 inh | -9.5% | -8.6% | -1.2% | -3.5% | ? | 1.3% | -14.5% | -2.0% | -3.7% | -23.7%
N370S GC mod | nt | ? | -6.4% | 2.9% | -3.2% | -6.9% | 0.2% | 0.7% | -5.6%[2.35 µM] | 3.6%

Reformatted with two lines to a compound: entries from further up.
Below each SMILES – FEN1 inh, GCN5L2 inh, N370S GC mod
#17 Nn1cnnc1SC1CCCCC1NS(=O)(=O)c1ccccc1 (stereo not drawn)
 : 7.3%, -1.1%, 5.9%
#18 Cc1nc(NCc2ccco2)c2c3c(sc2n1)CCC3
 : 3.5%, ?, 12.8%
#19 Cc1cccc(-n2ncc3c(=O)[nH]c(SCC(=O)N4CC(=O)Nc5ccccc54)nc32)c1
 : -12.6%, -19.6%, nt
#20 O=C(Nc1cc(=O)c2ccccc2o1)N1CCOCC1
 : -13.4%, -9.3%, -1.6%
#21 CCN(CC)S(=O)(=O)c1ccc(NC(=O)CCc2c(C)nc3cc(-c4ccc(Cl)cc4)nn3c2C)cc1
 : -12.0%, -9.5%, nt

New compounds follow:
31. COc1ccc(CN2CCN(S(=O)(=O)c3ccccc3)CC2)c(OC)c1
32. CCN(CC)C(=O)CSc1nc(COc2ccccc2)nc2ccccc12
33. CCCCOc1cccc(OCC(=O)Nc2nc3ccccc3[nH]2)c1
34. CCCc1cc(=O)n2[nH]c(-c3ccc(Br)cc3)cc2n1
35. COc1cc2ncnc(NCc3ccccc3)c2cc1OC
36. S=c1nc(-c2ccccc2)[nH]c2ccc(Br)cc12
37. Cc1noc(/C=C/N(C)C)c1S(=O)(=O)N1CCN(c2ccccc2)CC1
38. C(=C\c1ccc2ccccc2n1)/c1ccccc1
39. Cc1ccc(CNC(=O)c2ccc(Cn3nc(C)cc3C)o2)cc1
40. C=C(C)C(=O)Nc1cccc(C2=NOC3(C2)C[C@H](C(N)=O)N(C(=O)COc2ccc(Cl)cc2)C3)c1 (stereo partly drawn)
screen / no. | 31 | 32 | 33 | 34 | 35 | 36 | 37 | 38 | 39 | 40
FEN1 inh | -1.6%&-34.9% | 2.2% | 1.4% | 0.5% | -0.4% | 3.3% | -2.0% | -5.3%&-2.8% | 0.0% | -19.9%
GCN5L2 inh | -21.1%&-0.7% | -1.0% | -0.6% | -0.5% | -4.5% | -5.3% | -12.9% | -16.2% | -3.4% | -14.7%
N370S GC mod | -19.5% | -0.2% | -2.9% | ? | -22.9% | 1.3% | -7.2% | -18.0% | -2.1% | -3.1%

41. COc1cccc(-c2cn(C[C@H]3CC[C@@H]([C@@H]4CC[C@H](Cn5cc(-c6cccc(OC)c6)nn5)O4)O3)nn2)c1
42. CCn1c(-c2cc(-c3ccc(OC(C)C)cc3)nc3ccccc23)n[nH]c1=S
43. Cc1nnc(SCC(=O)Nc2ccc3c(c2)OCO3)n(N)c1=O
44. Nc1ncc2c(n1)-c1cc(Cl)ccc1SC2
45. CCC(=O)N1CCc2cc(S(=O)(=O)NCCC(=O)N3CCN(Cc4ccccc4)CC3)ccc21
46. Cc1cccc(Cn2c(C(C)O)nc3ccccc32)c1 (stereo not drawn)
47. COc1ccc2cc(OCC(=O)NNC(=O)Nc3ccc(F)cc3)ccc2c1
48. CN1C(CCl)Nc2cc(Cl)c(S(N)(=O)=O)cc2S1(=O)=O (stereo not drawn)
49. CCOc1ccc(N(CC(=O)NC2CCCCC2)C(=O)CNC(=O)c2cccs2)cc1
50. COc1ccc(OC)c(S(=O)(=O)NCCc2sc(C)nc2C)c1
screen / no. | 41 | 42 | 43 | 44 | 45 | 46 | 47 | 48 | 49 | 50
FEN1 inh | -3.7% | -0.3% | 1.2% | -4.9% | -8.7% | -0.7% | -1.1% | -3.5% | 4.5% | -0.1%
GCN5L2 inh | 2.7% | -4.5% | -1.5% | 0.6% | -2.8% | -1.4% | -8.8% | 0.5% | -7.5% | -1.0%
N370S GC mod | -13.1% | 19.2% | 2.9% | 4.9% | -2.1% | -1.2% | ? | nt | -14.1% | nt

51. Cc1ccc(C2(c3noc(CN(C)Cc4cccnc4)n3)CCCC2)cc1
52. Cc1ccccc1Cn1c(Oc2ccccc2F)nc2c1c(=O)n(C)c(=O)n2C
53. Cc1ccc(NC(=O)CCN2CC(C)OC(C)C2)cc1 (stereo not drawn)
54. CCCc1ccc(OCC(O)CN2CCN(c3ccccn3)CC2)cc1 (stereo not drawn)
55. COc1ccc(CNC(=O)COC(=O)c2ccc(C)c(S(=O)(=O)N3CCOCC3)c2)cc1
56. COc1ccccc1C(=O)NC(=S)N1CCCc2ccccc21
57. O=C(COc1ccccc1-c1ccccc1)N/N=C/c1ccccn1
58. CC(=O)OC1CC2C(C)(C)C(O)CC(O)[C@@]2(C)C2CC[C@@]3(C)C(=CC(=O)OC3c3ccoc3)[C@]12C (stereo partly drawn)
59. CCCC1=Nc2cc(C(=O)NCC(C)c3ccccc3)ccc2Sc2ccccc21 (stereo not drawn)
60. COC(CNC(=O)CNC(=S)N(CCCN1CCOCC1)Cc1cccs1)OC
screen / no. | 51 | 52 | 53 | 54 | 55 | 56 | 57 | 58 | 59 | 60
FEN1 inh | -4.0% | -1.3% | 23.5% | 0.0% | -2.0% | 1.8% | 10.7% | nt | -3.9% | 5.6%
GCN5L2 inh | 3.8% | -0.1% | -7.3% | -2.1% | -1.2% | -9.0% | -0.8% | -13.6% | -12.7% | -3.0%
N370S GC mod | -3.0% | nt | -1.5% | -5.9% | nt | 27.9% | 16.3% | -2.0% | nt | -2.2%

61. O=S(=O)(N/N=C/c1ccc(N2CCOCC2)cc1)c1ccccc1
62. CCOC(=O)N1CCN(C(=O)C2CCN(S(=O)(=O)c3ccc(OCC)cc3)CC2)CC1
63. Cc1ccc(-n2nc3c(=O)n(CC(=O)c4ccc(F)cc4)nc(C)c3c2C)cc1
64. COc1ccc(-n2c(=O)c3ccccc3n(Cc3ccc(F)cc3)c2=O)cc1OC
65. COc1ccc(N2CCN(C(=O)C3CC(O)CN3S(=O)(=O)c3ccc([N+](=O)[O-])cc3)CC2)cc1 (stereo not drawn)
66. CC(C)(C)c1ccc(C(=O)NNC(=S)NCC2CCCO2)cc1 (stereo not drawn)
67. Cc1ccc(C)c(OCCC(=O)OCC(=O)Nc2ccc(C)c(S(=O)(=O)N3CCCCC3)c2)c1
68. COc1ccc(/C(O)=C2/C(=O)C(=O)N(c3ncccn3)C2c2ccc(C(C)(C)C)cc2)cc1 (stereo not drawn)
69. Cc1ccc(-n2c(Cc3cccn3C)nnc2SCC(=O)NC2CCCCC2)cc1
70. O=C(O)C1C2C=CC(C2)C1C(=O)NCc1ccoc1 (stereo not drawn)
screen / no. | 61 | 62 | 63 | 64 | 65 | 66 | 67 | 68 | 69 | 70
FEN1 inh | -1.6% | 10.2% | -2.7% | -13.4% | -0.6% | 5.5% | 8.1% | nt | -3.6% | -0.1%
GCN5L2 inh | -5.7% | 0.9% | -3.5% | -0.7% | -4.9% | -2.2% | -1.5% | -1.1% | -3.0% | -14.6%
N370S GC mod | 5.5% | -3.2% | 6.9% | -3.0% | -1.5% | 3.8% | -5.6% | 3.6% | 6.6% | -7.4%

71. COc1ccc(NC(=O)c2nc[nH]c2C(=O)N[C@H](C)c2ccccc2)cc1
72. COc1ccc(NC(=O)c2oc3ccccc3c2NC(=O)C2CC2)cc1OC
73. CCC(C)c1ccccc1N1CC(C(=O)NCCC2=CCCCC2)CC1=O (stereo not drawn)
74. COc1ccc(C2CC(=O)N(CC(=O)Nc3cc(C)ccc3C)c3ccccc3S2)cc1 (stereo not drawn)
75. Clc1ccc(-c2nnc(CSc3nnc(-c4cccs4)n3Cc3ccccc3)o2)cc1
76. COC(=O)COc1cccc2c(=O)n(CC(=O)N3CCCc4ccccc43)ccc12
77. C=CCNC(=O)C1CC=CCC1C(=O)O (stereo not drawn)
78. COc1cc2c(cc1OC)CN(C(=O)COc1ccccc1C#N)CC2
79. Clc1ccc(-c2cn3c(n2)SCC3)cc1
80. CON(C)S(=O)(=O)c1cccc(C(=O)Oc2ccc(N(C)S(=O)(=O)c3ccccc3)cc2)c1
screen / no. | 71 | 72 | 73 | 74 | 75 | 76 | 77 | 78 | 79 | 80
FEN1 inh | -10.7% | ? | -1.1% | -0.6% | 1.3% | -17.3% | 9.4% | ? | -4.4% | -6.9%
GCN5L2 inh | -24.0% | -0.9% | 1.9% | 2.2% | -9.1% | -12.1% | 0.0% | 3.9% | -5.0% | -1.9%
N370S GC mod | 12.7% | -7.8% | nt | nt | 14.0% | -4.5% | -2.1% | 0.9% | 1.0% | -20.5%

Screening data: PubChem, National Center for Advancing Translational Sciences (NCATS)
